# M5 ag = CHRM5 agonism in calcium assay | P08912 | CHO-K1 hM5 cells, Fluo-8 calcium fluorescence; 0% DMSO wells, 100% maximal acetylcholine response | activation, % at 3 µM | hit rate 0.19% among 360,000 | AID 624037;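 active = activation above the run's mean over test compounds plus 3 SD, cut at about 23% in these data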;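 note: signal is peak over basal fluorescence ratio across the kinetic read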
# M1 PAM = positive allosteric modulators of human M1 muscarinic receptor; activation, % at 3 µM; hit rate 0.088% among 360,000; CHO-K1 hM1, Fluo-8 calcium fluorescence, ACh EC20; 0% = ACh EC20, 100% = maximal ACh; in the data active = activation above about 19%, passing the limit was not always enough
# Target sequence (P11229 whole entry, looked up): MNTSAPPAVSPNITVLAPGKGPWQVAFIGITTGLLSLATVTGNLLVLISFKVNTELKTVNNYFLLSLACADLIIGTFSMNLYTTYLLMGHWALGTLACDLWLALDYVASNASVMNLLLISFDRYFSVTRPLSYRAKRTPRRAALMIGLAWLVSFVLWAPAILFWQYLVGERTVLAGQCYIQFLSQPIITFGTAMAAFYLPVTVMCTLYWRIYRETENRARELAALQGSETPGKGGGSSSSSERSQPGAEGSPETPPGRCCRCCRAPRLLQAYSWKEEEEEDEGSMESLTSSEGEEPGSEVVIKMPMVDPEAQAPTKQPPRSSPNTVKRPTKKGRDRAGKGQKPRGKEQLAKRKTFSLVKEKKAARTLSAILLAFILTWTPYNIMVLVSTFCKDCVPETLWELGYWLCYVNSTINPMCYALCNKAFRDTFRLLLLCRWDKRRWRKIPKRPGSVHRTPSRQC
# TAAR1 agonist = agonists of human TAAR1. Q96RJ0. CHO RD-HGA16 TAAR1, Fluo-8 calcium fluorescence; vehicle wells 0%, saturating PEA agonist 100%. activation, % at 3 µM. hit rate 0.99% among 360,000;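 active = activation above the mean activation of all test compounds in the run plus 3 SD, cut at about 38% in these data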
#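 Repeats: no replicates (n 1) | Material: CHO-derived RD-HGA16 cells with stable Gα16 and human TAAR1 | Technique: Kinetic Fluo-8 calcium fluorescence | Schedule: 17-24 h seeding, 75 min 37 °C dye, 30 min RT | Evaluation: % activation from peak over basal fluorescence ratio, DMSO-to-PEA scaled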
# M4 antag = antagonists of human muscarinic M4 receptor (CHRM4) | AID 624125 | hit rate 0.73% among 360,000 | CHO-hM4 cells, ACh EC80, Fluo-8 calcium fluorescence | inhibition, % at 3 µM;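 active = inhibition above its plate's cutoff, the mean inhibition of sample wells plus 3 SD, cut at about 27% in these data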;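 note: 0% = acetylcholine EC80 with DMSO and 100% = DMSO without agonist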
# Target sequence (P08173 whole entry, looked up): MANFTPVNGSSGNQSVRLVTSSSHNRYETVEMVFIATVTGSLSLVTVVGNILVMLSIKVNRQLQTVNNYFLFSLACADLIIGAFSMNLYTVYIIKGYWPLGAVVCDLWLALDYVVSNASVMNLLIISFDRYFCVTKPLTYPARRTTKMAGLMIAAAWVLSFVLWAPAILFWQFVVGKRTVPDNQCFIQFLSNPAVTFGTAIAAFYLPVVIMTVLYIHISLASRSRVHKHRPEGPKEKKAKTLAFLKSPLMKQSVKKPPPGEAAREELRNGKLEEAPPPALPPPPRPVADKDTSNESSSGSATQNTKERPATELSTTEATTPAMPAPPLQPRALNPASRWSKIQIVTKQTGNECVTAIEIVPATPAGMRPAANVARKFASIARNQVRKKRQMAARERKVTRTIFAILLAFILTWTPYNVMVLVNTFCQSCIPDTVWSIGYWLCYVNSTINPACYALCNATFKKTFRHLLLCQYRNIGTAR
# CHRM5 antagonist = CHRM5 antagonism in calcium assay | hit rate 0.59% among 360,000 | AID 624040 | inhibition, % at 3 µM | CHO-hM5 cells, Fluo-8 calcium fluorescence, ACh EC80 | P08912;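 active = inhibition above a per-plate cutoff, the mean of that plate's test compounds plus 3 SD, cut at about 27% in these data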;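 note: 0% = acetylcholine EC80 with DMSO and 100% = DMSO without agonist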
# CHRM4 agonist = CHRM4 agonism in calcium assay. AID 624127. activation, % at 3 µM. CHO-K1 hM4/Gqi5, Fluo-8 calcium fluorescence; vehicle 0%, full acetylcholine response 100%. hit rate 0.14% among 360,000. P08173;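 active = activation above the run mean over all test wells plus 3 SD, cut at about 32% in these data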;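 note: peak over basal fluorescence ratio per well then scaled between controls; 0% = DMSO wells and 100% = acetylcholine at EC100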
# M1 antag = antagonists of human M1 muscarinic receptor. hit rate 1.3% among 360,000. inhibition, % at 3 µM. AID 588852. CHO-K1 hM1, Fluo-8 calcium fluorescence, ACh EC80 antagonist;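 active = percent inhibition above its own plate's cutoff, namely the mean of that plate's compound wells plus 3 SD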;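 note: peak over basal fluorescence ratio during 140 s after agonist addition; 0% = ACh EC80 plus DMSO and 100% = DMSO alone without agonist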
# M1 ag = agonists of human M1 muscarinic receptor; P11229; CHO-K1 hM1, Fluo-8 calcium fluorescence, agonist mode; 0% DMSO, 100% acetylcholine EC100; activation, % at 3 µM; hit rate 0.33% among 360,000; AID 588814;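 active = activation above the run's mean compound activation plus 3 SD, cut at about 16% in these data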;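 note: peak over basal fluorescence ratio within a 140 s kinetic read after compound addition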
# M5 PAM = CHRM5 positive allosteric modulation | P08912 | CHO-K1 hM5, Fluo-8 calcium, ACh EC20 PAM; 0% = ACh EC20, 100% = ACh EC100 | activation, % at 3 µM | hit rate 0.3% among 360,000;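 active = activation above the run cutoff, the mean activation of all test compounds plus 3 SD, cut at about 18% in these data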
#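 Probe or stimulus: acetylcholine, EC20 level; Assay system: human M5 receptor in CHO-K1 cells; Schedule: compound preincubation 140 s before EC20 acetylcholine addition; Technique: intracellular calcium via Fluo-8 fluorescence; Dosing: single-point, 3 µM nominal; Read-out basis: percent activation from peak-over-basal fluorescence ratio, scaled EC20-to-EC100 acetylcholine; Repeats: one well per compound, no replicates.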
# Starred values were filed as active, the others as inactive. This is a subset. The share of hits here may be higher or lower than overall.
SMILES,M5 ag,M1 PAM,TAAR1 agonist,M4 antag,CHRM5 antagonist,CHRM4 agonist,M1 antag,M1 ag,M5 PAM
CCCOc1ccc(Cc2nn3c(=O)/c(=C/c4ccco4)sc3nc2=O)cc1,2,8,2,-4,-3,2,-13,-4,2
COc1ccc(-c2nnc(NC(=O)C3CCCO3)s2)cc1 (stereo unspecified),-8,3,4,10,1,0,-3,-2,-5
O=C([O-])c1ccccc1-[n+]1c(-c2ccccc2)cc(-c2ccccc2)cc1-c1ccccc1,-13,-28,4,61*,8,0,22,-14,-8
O=C(Nc1cccc(Cl)c1)c1ccc(NCCCN2CCOCC2)c([N+](=O)[O-])c1,-2,-3,7,-9,-2,9,2,-5,3
Nc1cc(=O)nc(SCc2ccccc2)n1Cc1ccco1,-1,0,6,-6,0,0,-23,-3,7
O=C(N/N=C/c1cnc(N2CCCCC2)s1)c1ccc(C(F)(F)F)cc1,-1,-2,0,3,5,0,4,-3,-1
O=C(c1ccncc1)N(Cc1ccco1)Cc1cc2ccccc2[nH]c1=O,1,5,4,1,-6,3,0,-5,2
O=[N+]([O-])c1ccc(-c2c(-c3ccccc3)ncc3cc(F)ccc23)cc1,-4,-1,0,3,8,6,2,-3,-17
CSCCC(NS(=O)(=O)c1ccccc1)C(=O)Nc1nccs1 (stereo unspecified),1,4,1,-15,6,0,-2,-3,1
COc1ccc(C(CCNCc2ccccc2)c2ccc(F)cc2)cc1 (stereo unspecified),4,-7,25,12,1,14,11,-6,1
Cc1ccc(-c2c(C)sc(NC(=O)C3C4CCC(O4)C3C(=O)O)c2C(=O)OC(C)C)cc1 (stereo unspecified),-4,8,16,13,7,1,-5,-4,-1
CCc1nc2c(OCC(=O)C(C)(C)C)cccn2c1N(C)C(=O)COc1ccccc1,0,6,6,-2,8,0,-9,-6,-5
COc1ccc(-n2c(C)cc(SC)c(C(C)=O)c2=S)cc1,-2,5,7,-1,9,0,-10,-3,3
CC(C)CSc1nc2ccccc2n1CC(=O)O,2,-1,0,0,2,0,-1,-2,-3
CCCNC(=O)c1ccc(OC)cc1OC,2,12,5,-5,5,0,-11,0,-2
COC(=O)c1cc(CNC(=O)c2sccc2-c2ccccc2)ccc1OC,2,0,0,-4,4,9,3,2,-1
COc1ccc(/C=C/C(=O)OCC(=O)NC2CCCCC2C)c(OC)c1 (stereo unspecified),2,-2,-1,0,19,1,6,-4,3
O=C(NCC1CCCN1S(=O)(=O)c1cccs1)c1cccc(F)c1 (stereo unspecified),0,8,0,-8,-19,3,-9,-4,8
C/C(COc1ccccc1)=N\NC(=O)c1nnn(-c2nonc2N)c1CSc1ccccc1,-1,3,3,-2,-4,1,-6,0,3
COc1cccc(-c2nn(C)c3sc(C(=O)NCc4ccc(C)o4)cc23)c1,-9,-3,7,-1,-5,2,-8,-3,-1

# Complete entries from above. Order of screens: M5 ag | M1 PAM | TAAR1 agonist | M4 antag | CHRM5 antagonist | CHRM4 agonist | M1 antag | M1 ag | M5 PAM
# O=[N+]([O-])c1ccc(-c2c(-c3ccccc3)ncc3cc(F)ccc23)cc1 is listed as -4 | -1 | 0 | 3 | 8 | 6 | 2 | -3 | -17
# CC(C)CSc1nc2ccccc2n1CC(=O)O is listed as 2 | -1 | 0 | 0 | 2 | 0 | -1 | -2 | -3
# O=C(c1ccncc1)N(Cc1ccco1)Cc1cc2ccccc2[nH]c1=O is listed as 1 | 5 | 4 | 1 | -6 | 3 | 0 | -5 | 2
# COc1ccc(-n2c(C)cc(SC)c(C(C)=O)c2=S)cc1 is listed as -2 | 5 | 7 | -1 | 9 | 0 | -10 | -3 | 3

# In the list so far, these contain two or more sulfur atoms:
SMILES,M5 ag,M1 PAM,TAAR1 agonist,M4 antag,CHRM5 antagonist,CHRM4 agonist,M1 antag,M1 ag,M5 PAM
CSCCC(NS(=O)(=O)c1ccccc1)C(=O)Nc1nccs1 (stereo unspecified),1,4,1,-15,6,0,-2,-3,1
COc1ccc(-n2c(C)cc(SC)c(C(C)=O)c2=S)cc1,-2,5,7,-1,9,0,-10,-3,3
O=C(NCC1CCCN1S(=O)(=O)c1cccs1)c1cccc(F)c1 (stereo unspecified),0,8,0,-8,-19,3,-9,-4,8

# Next section.
SMILES,M5 ag,M1 PAM,TAAR1 agonist,M4 antag,CHRM5 antagonist,CHRM4 agonist,M1 antag,M1 ag,M5 PAM
CCN(c1cccc(C)c1)S(=O)(=O)c1cnc[nH]1,0,8,4,-2,-2,0,-10,1,3
O=C(c1cc(-c2ccco2)on1)N1CCN(c2ccccc2)CC1,1,-2,-2,7,-4,2,-5,-3,1
COc1ccc(S(=O)(=O)N2CCOCC2)cc1C(=O)N1CCCC1,-2,3,4,-14,0,1,0,-2,-5
CSc1nnc(C(C)(C)C)c(=O)n1/N=C/c1ccc(C(C)C)cc1,2,12,5,-1,-12,0,-18,-1,16
Cc1cccc(N(CC(=O)NC2CC3CCC2C3)S(=O)(=O)c2ccccc2)c1 (stereo unspecified),-6,4,-3,-9,5,2,-8,-5,-4
COc1cccc(C(O)c2nc(-c3cnn(C)c3)cs2)c1 (stereo unspecified),2,-3,2,9,0,3,7,0,-1
O=[N+]([O-])c1ccc(OCCCCN2CCCCC2)cc1,-10,-19,1,17,5,1,13,-8,-4
Cc1ccc(S(=O)(=O)N2CCCOC2CNC(=O)C(=O)NCc2ccc3c(c2)OCO3)cc1 (stereo unspecified),-1,11,-2,-8,1,3,-14,-1,1
O=C(NCc1ccccc1)/C(=C/c1ccco1)NC(=O)c1ccco1,0,5,2,4,3,0,-7,-3,-2
COc1ccc(CCNC(=O)/C(C#N)=C2\N=C(NC(=O)c3ccco3)c3ccccc32)cc1,0,5,8,-2,3,1,-11,1,-5
COc1ccccc1N(CC(=O)N/N=C(\C)c1ccccc1O)S(=O)(=O)c1ccc(C)cc1,1,5,0,4,-7,0,-20,-3,-4
COc1ccc(C(=O)Nc2ccc3c(c2)OCO3)cc1OC,1,8,10,-2,-3,1,-7,-1,-6
COc1ccc(OC)c(NC(=O)c2cc3c(Cl)nc4ccccc4c3s2)c1,-1,6,-3,-1,1,1,-4,-6,0
COc1ccc(-n2c(COc3cccc4ccccc34)nnc2SCC(=O)NCc2ccco2)cc1,-3,5,5,8,12,3,3,-2,-7
CCOC(=O)c1c(-c2ccccc2)oc2ccc(O)c(CN3CCN(C)CC3)c12,-4,4,2,8,12,8,3,-8,-9
CC(=O)N[C@@H](Cc1c[nH]c2ccccc12)C(=O)NCc1ccccc1,-3,20,-3,-6,14,2,-6,2,2
Cc1cc(C)c(C)c(S(=O)(=O)N[C@@H](C)C(=O)OCc2cc(=O)n3cc(Br)ccc3n2)c1C,-5,-10,2,-1,-1,6,6,-12,-4
O=[N+]([O-])c1ccc(NN=C(Oc2ccccc2)c2ccc([N+](=O)[O-])cc2)cc1,4,-1,5,-1,20,3,-4,-2,-6
O=C(c1ccoc1)N1CCN(c2cc(-c3ccccc3)nc3cc(-c4ccc(Br)cc4)nn23)CC1,2,6,4,-13,5,1,-11,-1,-1
O=C(Nc1ccc2nsnc2c1)C1CC1,0,6,1,7,-6,1,-10,-4,5

# Given bar-delimited: 2 of the compounds above.
SMILES | M5 ag | M1 PAM | TAAR1 agonist | M4 antag | CHRM5 antagonist | CHRM4 agonist | M1 antag | M1 ag | M5 PAM
Cc1cc(C)c(C)c(S(=O)(=O)N[C@@H](C)C(=O)OCc2cc(=O)n3cc(Br)ccc3n2)c1C | -5 | -10 | 2 | -1 | -1 | 6 | 6 | -12 | -4
CC(=O)N[C@@H](Cc1c[nH]c2ccccc12)C(=O)NCc1ccccc1 | -3 | 20 | -3 | -6 | 14 | 2 | -6 | 2 | 2

# (next part)
SMILES,M5 ag,M1 PAM,TAAR1 agonist,M4 antag,CHRM5 antagonist,CHRM4 agonist,M1 antag,M1 ag,M5 PAM
Cc1ccc2c(c1)nnn2C1CCN(CC(=O)N2CCN(c3ccc(F)cc3)CC2)CC1,0,-3,3,0,19,3,5,-6,-8
CCCNC(=O)C1CC2Cn3c(nc4ccccc43)C2N1C (stereo unspecified),-1,-3,10,7,10,0,8,-8,0
O=C(CSc1nc2ccccc2o1)NCc1n[nH]c(=O)c2ccccc12,0,13,-1,5,0,2,-5,-4,0
COc1ccc(O)c(C(=O)c2cnn(-c3ccccn3)c2)c1,-1,-1,3,-12,-1,6,0,-5,-1
CC(=O)Nc1ccc(S(=O)(=O)N(C)CC(=O)N/N=C/c2ccc(C(=O)O)cc2)cc1,-2,16,2,-1,12,1,-24,-2,-2
CCOc1cc(/C=N/NC(=O)C2CCCC2)ccc1O,-4,9,1,0,12,0,-14,-3,-6
Cc1cc(C)n(C(=O)CN2C(=O)CCC2=O)n1,-4,-1,11,-8,-2,0,0,-2,2
OCC[C@H]1C[C@@H](O)[C@H](O)[C@@]2(CCCO2)O1,4,10,12,-3,6,1,-2,0,4
CC1=C(C(=O)N2CCOCC2)CC(CC(=O)NC(c2ccccc2)c2ccccc2)C(=O)N1CCC1=CCCCC1 (stereo unspecified),-4,-4,1,7,12,3,-18,-7,-9
COc1ccc(CN2C3CCCC2CC(NC(=O)Nc2cccc(C)c2)C3)cc1 (stereo unspecified),-13,-2,7,0,5,2,2,-3,10
COc1ccc(/C=N\NC(=O)C2COc3ccccc3O2)cc1O (stereo unspecified),-4,8,1,16,11,3,-8,-2,-7
O=C(Cc1ccccc1[N+](=O)[O-])NCc1ccco1,-3,14,6,-1,1,2,-10,-7,-3
OCCC1CN(Cc2cccn2-c2ccccn2)CCN1Cc1ccccc1 (stereo unspecified),-3,2,0,3,9,0,-6,-7,-6
COc1ccc(C(=O)COC(=O)[C@@H](NS(=O)(=O)c2ccccc2)C(C)C)cc1,1,13,3,-9,4,5,-17,1,-6
O=C(CN1CCCCC1)Nc1nc(-c2ccccc2)cs1,-2,2,10,8,12,10,-6,-8,-4
CC1=C(C(=O)Nc2ccc(C)cc2)C(c2ccc(N(C)C)cc2)NC(=O)N1 (stereo unspecified),8,5,13,-2,-13,4,-4,-6,-6
